# All columns: NCI-60 one-dose screen, growth in % after 48 h at 10 µM unless noted; 100 = growth as untreated, 0 = no growth, -100 = all killed.
# SW-620: SW-620 colon cancer; hit rate 5.2% among 82,000; AID 1794795
# 786-0: 786-0 renal cancer cells. hit rate 5.1% among 81,000
# UO-31: UO-31 renal cancer | hit rate 5.2% among 81,000 | AID 1794768
# SN12C: SN12C renal cancer cells; hit rate 3.8% among 81,000
# TK-10: TK-10 renal cancer cells; hit rate 3.9% among 81,000; AID 1794769
# HCT-116: HCT-116 colon cancer; hit rate 7.3% among 82,000
# HCC-2998: HCC-2998 colon cancer; hit rate 4.7% among 79,000; AID 1794799
# HT29: HT29 colon cancer; hit rate 7.4% among 81,000
# HCT-15: HCT-15 colon cancer | hit rate 5.2% among 82,000
# The depositor's hits bear a star; x = not tested or not shown; [ ] = remark or other dose. The calls were made as follows: active = growth percent below 10; inactive = the rest.
cpd	molecule	SW-620	786-0	UO-31	SN12C	TK-10
1	O=[N+]([O-])c1ccc(Oc2ccc(CCCc3ccccc3)cc2)c([N+](=O)[O-])c1	91	82	56	78	91
2	CCCCCCC(C)c1ccccc1OS(=O)(=O)c1ccc(Cl)c(Cl)c1 (stereo not given)	94	87	84	97	96
3	COc1ccc(-c2nnc3ccc(N/N=C/c4ccccc4)nn23)cc1	97	102	89	86	112
4	Cn1ncc2c(NCCc3ccccc3)ncnc21	106	92	79	99	104
5	CCOc1cc(OCC)cc(C(=O)Nc2cnc(Nc3ccc(N4CCOCC4)cc3)nc2Oc2ccc(OC)cc2)c1	100	93	70	96	108
6	COc1cc2[nH]c(C(=O)c3cc(OC)c(OC)c(OC)c3)c(N)c2cc1C#Cc1ccccc1	85	100	53	95	150
7	N#CCC1=NC(c2cccs2)=Nc2ccccc2S1	98	99	79	87	117
8	CC12CCC(/C(=C/O)C1=O)C2(C)C (stereo not given)	94	110	68	104	100

cpd	HCT-116	HCC-2998	HT29	HCT-15
1	55	115	97	80
2	55	98	81	98
3	96	111	109	90
4	100	107	95	102
5	93	108	90	85
6	86	104	101	69
7	81	92	89	109
8	102	105	114	104

# Next part:
cpd	molecule	SW-620	786-0	UO-31	SN12C	TK-10
9	O=C1CC2(CCN(c3c(Cl)cncc3-c3ccc(N4CCOCC4)cc3)CC2)C(=O)N1	98	71	95	96	86
10	COc1ccc(/C=N/NC(=O)COCC(=O)N/N=C/c2ccc(OC)cc2)cc1	108	106	92	99	115
11	CN(C)CC/C=C1/c2ccccc2Sc2ccc(Cl)cc21	103	76	71	72	98
12	NN1C(=O)c2cnn(-c3ccccc3)c2NC1NN1Cc2ccccc2C1=O (stereo not given)	109	107	78	109	101
13	COc1ccc(OC)c(-c2cc(-c3ccccc3)c(C#N)c(SC)n2)c1	87	99	69	94	x
14	CC1(C)Cc2cc(Br)ccc2O1	106	98	85	101	98
15	COc1cc([C@@H]2c3cc4c(cc3C(OC3O[C@@H]5COC(C)O[C@H]5[C@H](O)[C@H]3O)C3COC(=O)[C@@H]32)OCO4)cc(OC)c1O (stereo not given in full)	36	-13*	64	13	73
16	CCCSc1nc(NC2CC2)c(C#N)c(-c2ccc(F)cc2)n1	106	19	50	40	87

cpd	HCT-116	HCC-2998	HT29	HCT-15
9	79	99	82	110
10	111	111	130	98
11	87	x	78	105
12	108	105	106	105
13	79	91	85	61
14	98	94	103	103
15	42	39	65	73
16	46	90	90	94

# Next section
cpd	molecule	SW-620	786-0	UO-31	SN12C	TK-10
17	SCc1ccc(CS)cc1	102	98	86	100	115
18	O=C1C(=Cc2ccc(Cl)cc2)C(=O)c2ccccc21	98	102	87	96	104
19	COc1ccc(/C=C/c2nc(N3C(=O)C(Cl)C3c3ccc(Cl)cc3)c3ccccc3n2)cc1 (stereo not given)	90	104	62	91	163
20	Cc1cc(C)c(NS(=O)(=O)c2ccccc2)c(C)c1	106	96	66	101	107
21	CCSc1nc2c([nH]1)c(=O)n(C)c(=S)n2C	102	100	98	107	101
22	CCOC(=O)C1=C(C)NC(=O)NC1c1c(Cl)n(C)c2ccccc12 (stereo not given)	106	102	79	107	114
23	N#C/C(=C\c1cccs1)C(=O)c1ccco1	112	112	89	99	116
24	N#C/C(=C\c1cccc2cnccc12)n1nc2cccc(F)c2n1	91	96	62	92	169

cpd	HCT-116	HCC-2998	HT29	HCT-15
17	100	101	120	105
18	92	106	99	105
19	87	113	92	59
20	98	110	105	85
21	114	106	109	105
22	101	103	107	105
23	116	135	121	101
24	80	112	102	87

# Ordered by number of heavy atoms (ascending): three of the compounds above.
cpd	molecule	SW-620	786-0	UO-31	SN12C	TK-10
14	CC1(C)Cc2cc(Br)ccc2O1	106	98	85	101	98
4	Cn1ncc2c(NCCc3ccccc3)ncnc21	106	92	79	99	104
19	COc1ccc(/C=C/c2nc(N3C(=O)C(Cl)C3c3ccc(Cl)cc3)c3ccccc3n2)cc1 (stereo not given)	90	104	62	91	163

cpd	HCT-116	HCC-2998	HT29	HCT-15
14	98	94	103	103
4	100	107	95	102
19	87	113	92	59

# The results go on:
cpd	molecule	SW-620	786-0	UO-31	SN12C	TK-10
25	CC(CC1=N[C@@H]2c3ccccc3C[C@@H]2O1)(C1=N[C@@H]2c3ccccc3C[C@@H]2O1)C1=N[C@H]2c3ccccc3C[C@H]2O1 (stereo not given in full)	101	96	76	88	100
26	Nn1c(=S)[nH]nc(/C=C/c2ccco2)c1=O	96	101	79	98	177
27	C1COCC(CC2COCCN2)N1 (stereo not given)	106	95	84	101	99
28	O=c1ccc(=O)n(CCc2ccccn2)[nH]1	98	108	98	100	95
29	O=c1c2c3c(sc2n2c(CSc4nn5cc(-c6ccccc6)nc5s4)nnc2n1Cc1ccccc1)CCCC3	105	80	x	98	115
30	COc1ccc(C2C=C(C(=O)O)Nc3nc(N)[nH]c(=O)c32)cc1 (stereo not given)	107	103	99	109	115
31	N#CC1=C(N)Oc2c(ccc3ccccc23)C1c1ccccc1Cl (stereo not given)	22	28	43	22	6.1*
32	Cc1ccccc1C(=O)N1CCc2cc(-c3nc(NC(=O)Cc4ccc5c(c4)OCO5)sc3C)ccc21	88	74	53	72	63

cpd	HCT-116	HCC-2998	HT29	HCT-15
25	96	98	96	89
26	107	125	110	105
27	104	105	99	100
28	112	86	112	105
29	77	146	98	103
30	100	108	106	107
31	12	18	70	11
32	50	96	78	67

# Additional results follow.
cpd	molecule	SW-620	786-0	UO-31	SN12C	TK-10
33	NS(=O)(=O)c1ccc(-n2nc(-c3ccc(F)cc3)ccc2=O)cc1	100[100 µM]	84[100 µM]	89[100 µM]	100[100 µM]	105[100 µM]
34	COC(=O)c1cc(=O)nc(NN=C(C)C)s1	110	101	101	113	100
35	C/C(O)=C(\C#N)c1ccc(Cl)cc1	108	103	95	98	120
36	COc1ccccc1/C=C1N=C(/C=C/c2ccccc2)OC/1=O	103	106	75	95	101
37	CCN(CC)CCCC(C)Nc1ccc2ccc(Cl)cc2n1 (stereo not given)	98	94	86	89	100
38	CC(C)(C)C1CCC(O)(Cc2ccccc2)CC1 (stereo not given)	105	100	95	104	106
39	Cc1cc(C)c2c(c1)N(C)c1ncnc(-n3cnc4cc(C)ccc43)c1CC2C (stereo not given)	21	23	33	43	40
40	O=[N+]([O-])c1cccc(-c2nc3sccn3c2-c2ccnc(NCCNS(=O)(=O)c3cccc4ccccc34)n2)c1	115	98	67	92	123

cpd	HCT-116	HCC-2998	HT29	HCT-15
33	98[100 µM]	111[100 µM]	105[100 µM]	99[100 µM]
34	100	106	98	103
35	105	104	108	94
36	107	103	103	102
37	92	93	86	102
38	102	104	98	106
39	11	52	0.9*	23
40	95	126	92	97

# The list goes on.
cpd	molecule	SW-620	786-0	UO-31	SN12C	TK-10
41	CN(C)c1nc(N)nc(Cn2c(-c3nonc3N)nc3ccccc32)n1	52	99	65	95	107
42	Cc1cc(C)cc(Nc2nccc(-c3c(-c4ccc(F)cc4)ncn3C3CCNCC3)n2)c1	-28*	12	-29*	17	18
43	OB(O)c1ccccc1	108	103	91	112	105
44	O=C(NO)c1ccc(Cn2c(=O)n(-c3ccccc3F)c(=O)c3ccccc32)cc1	0.2*	33	27	12	6.1*
45	COc1ccccc1/C=C/C=N/N1C(=S)NC2C1N(C)C(=O)N2c1ccccc1 (stereo not given)	106	96	94	103	91
46	COCCn1cc(-c2csc(-c3c[nH]c4ccc(Br)cc34)n2)c2cccnc21	28	-4.8*	28	51	37
47	OCC1(CO)COC2(CCCC2)N1	102	97	91	94	107
48	Nc1ccc(S)cc1	103	101	91	103	116

cpd	HCT-116	HCC-2998	HT29	HCT-15
41	71	83	73	59
42	-99*	-60*	-1.0*	9.7*
43	108	109	101	102
44	-3.7*	-33*	9.9*	21
45	91	103	98	102
46	24	15	18	13
47	99	99	107	112
48	98	107	110	99

# Further records.
cpd	molecule	SW-620	786-0	UO-31	SN12C	TK-10
49	NS(=O)(=O)c1ccc(Nc2ccnc(SCC(=O)c3ccc(C(F)(F)F)cc3)n2)cc1	104	100	80	103	111
50	O=c1c2cnn(-c3ccccc3)c2n2cnnc2n1-c1ccccc1	114	87	87	98	87
51	CCOC(=O)c1c2c(c(C)n1C)-c1[nH]c(=O)ncc1CC2	102	100	101	90	163
52	COc1cccc(-c2c(C#N)nnn2-c2cccc(Cl)c2)c1	96	94	75	99	103
53	O=C(NO)c1ccc(-n2nc(-c3ccccc3)c3ccccc32)cc1	41	x	35	33	32
54	Nc1nsc(C(=O)c2ccc(O)cc2)n1	108	117	80	x	108
55	Cc1ccccc1N1CCN(CSc2ccccc2)CC1	106	99	110	93	x
56	COc1ccccc1N1CCN(c2ncnc3cc[nH]c23)CC1	103	81	58	82	62

cpd	HCT-116	HCC-2998	HT29	HCT-15
49	79	115	99	100
50	78	131	89	108
51	89	94	107	102
52	98	101	89	93
53	7.6*	44	42	18
54	95	99	106	102
55	97	97	108	98
56	72	83	65	90

# (next part)
cpd	molecule	SW-620	786-0	UO-31	SN12C	TK-10
57	CC(=O)N1CCN(c2ccc(NC(=O)COc3ccc(C4CCCCC4)cc3)cc2)CC1	91	81	84	68	101
58	Cc1ccc(-c2cc3nc(C(Cl)Cl)nc(-c4ccc(S(=O)(=O)N(C)C)cc4)n3n2)cc1	83	98	92	51	107
59	CC(=O)Nc1cc2cc(N=CN(C)C)ccc2oc1=O	102	108	100	102	106
60	COc1cc2c(c(OC3OC(CO)C(O)C(O)C3O)c1)C(=O)CC(c1ccc(O)cc1)O2 (stereo not given)	94	116	82	89	98
61	COc1ccc(-c2nc(N/N=C/c3ccco3)nc(N3CCOCC3)c2C#N)cc1	90	55	29	80	90
62	CN(C=O)c1ccc(N(C)C=O)cc1	98	101	92	105	104
63	CC(O)C(O)C(O)C(O)C(O)C(=O)NNc1ccccc1 (stereo not given)	76	103	71	90	110
64	COc1cc2oc(-c3cccc(NC(=O)Nc4ccc(F)cc4)c3)cc(=O)c2c(OC)c1OC	95	104	75	93	97

cpd	HCT-116	HCC-2998	HT29	HCT-15
57	80	98	86	86
58	63	92	67	75
59	114	102	109	100
60	104	104	98	104
61	89	92	91	88
62	102	106	100	97
63	88	95	104	79
64	85	91	99	66

# More compounds:
cpd	molecule	SW-620	786-0	UO-31	SN12C	TK-10
65	CC(=O)C1CCC2C3CC(C)=C4CC(O)CCC4(C)C3CCC12C (stereo not given)	118	94	88	99	110
66	CCCCNc1ccc(C(=O)NN)cc1	87	93	89	99	95
67	N#Cc1ccc(CC(=O)c2ccccc2)[nH]c1=O	106	100	80	100	101
68	N#CC(=Nc1cccc(F)c1)C1=C(O)c2ccccc2C1=O	95	98	79	83	110
69	CC(=C(c1ccc(OCCN2CCCCC2)cc1)c1ccc(OCCN2CCCCC2)cc1)c1ccccc1	12	-36*	2.2*	69	70
70	CCOC(=O)c1ccc2ccc3ccccc3c2c1	88	x	70	91	120
71	N#CC1(Nc2ccc3c4c(cccc24)CC3)CCCCC1	110	106	56	93	102
72	Cc1cc(-c2ccc3nc(N)sc3c2)nc2ccc3[nH]ncc3c12	16	65	51	32	50

cpd	HCT-116	HCC-2998	HT29	HCT-15
65	91	99	96	100
66	95	100	93	96
67	103	107	109	107
68	97	101	105	76
69	14	16	-26*	-0.1*
70	82	96	99	101
71	108	116	89	106
72	22	66	21	34

# Later entries:
cpd	molecule	SW-620	786-0	UO-31	SN12C	TK-10
73	Cn1nc(C(F)(F)F)c(-c2ccc(Cl)c(C(F)(F)F)c2)c1-c1ccc(OCc2ccc(Cl)cc2)cc1O	14	28	-6.3*	6.2*	0.4*
74	COC(=O)NC1c2ccccc2CCC1I (stereo not given)	106	x	66	108	108
75	C=C(C)[C@@H]1CC[C@@]23O[C@@H]2C(=O)C[C@@H](C)[C@]3(C)C1	101	98	92	97	97
76	CCn1cc(C(=O)N/N=C/c2cccc(F)c2)c(=O)c2cc(F)c(N3CCNC(C)C3)c(F)c21 (stereo not given)	-85*	-40*	21	-4.5*	101
77	Cc1cc(C2=NN(C(=O)C3CCC3)C(c3ccc[nH]3)C2)ccc1-n1ccc(C(F)(F)F)n1 (stereo not given)	98	90	65	89	81
78	C#CCOc1cccc(Nc2ncnc3c(NC(=O)C=C)cccc23)c1	15	14	26	0.8*	-6.1*
79	Cc1cc(=O)oc2cc(OCCCCOc3ccc(/C=C/C(=O)Nc4ccccc4N)cc3)ccc12	72	49	23	x	112
80	Fc1cc(-c2nnc3n2NC(=Nc2ccccc2C(F)(F)F)CS3)c(Cl)cc1Cl	96	82	56	96	98

cpd	HCT-116	HCC-2998	HT29	HCT-15
73	-0.4*	14	20	8.5*
74	100	x	97	112
75	108	109	103	96
76	71	-81*	-87*	-82*
77	92	98	78	88
78	6.3*	79	5.3*	21
79	46	89	91	76
80	55	85	77	91

# Further compounds follow:
cpd	molecule	SW-620	786-0	UO-31	SN12C	TK-10
81	O=C1CCN(c2ccccc2)N1Cn1nnc2ccccc21	100	102	69	112	105
82	C=C1CC[C@@H]2[C@](C)(COC(C)=O)[C@H](OC(C)=O)CC[C@@]2(C)[C@@H]1CC(NCc1ccc(F)cc1)C1=CCOC1=O (stereo not given in full)	32	87	31	46	67
83	O=C1c2c(O)cccc2[C@@H](O[C@@H]2O[C@H](CO)[C@H](O)[C@@H](O)[C@H]2O)c2cc(CO)cc(O)c21	113	113	92	102	113
84	Cc1cn(C2CCCCC2)c(=O)[nH]c1=O	109	107	100	108	100
85	Cc1ccc2[nH]cc(-c3nc(-c4c[nH]c5ncccc45)cs3)c2c1	31	47	x	63	66
86	CCOC(=O)c1c(-c2ccccc2)n2c(=O)cc(C)c3c(O)c(O)cc1c32	55	63	51	69	89
87	CN(C)c1ccc(-c2ccc(-c3ccc(C#N)cn3)o2)cc1	73	31	96	69	95
88	COC(=O)c1cnc(N)s1	131	104	86	103	108
89	Nc1ccc(-c2nnc(SCc3ccc(O)c4ncccc34)n2-c2ccccc2)cc1	19	20	4.4*	5.3*	25

cpd	HCT-116	HCC-2998	HT29	HCT-15
81	102	95	107	110
82	34	89	21	37
83	107	106	104	101
84	107	112	96	99
85	33	85	35	16
86	24	61	71	29
87	21	x	97	74
88	97	107	107	103
89	8.9*	29	24	11

# Source: PubChem BioAssay
